FEN1 inh: qHTS Assay for the Inhibitors of Human Flap endonuclease 1 (FEN1) | P39748 | Recombinant FEN1 flap cleavage, fluorescence, 15 min | Potency, µM (highest dose often 114 µM), for the others: at the highest dose activity change, negative = inhibition, hits mostly inhibitors | actives 0.35% (n = 390,000) | AID 588795, 2011; also: nearly all actives have a fitted effect of over 65% in size
Target sequence (P39748 whole entry, looked up): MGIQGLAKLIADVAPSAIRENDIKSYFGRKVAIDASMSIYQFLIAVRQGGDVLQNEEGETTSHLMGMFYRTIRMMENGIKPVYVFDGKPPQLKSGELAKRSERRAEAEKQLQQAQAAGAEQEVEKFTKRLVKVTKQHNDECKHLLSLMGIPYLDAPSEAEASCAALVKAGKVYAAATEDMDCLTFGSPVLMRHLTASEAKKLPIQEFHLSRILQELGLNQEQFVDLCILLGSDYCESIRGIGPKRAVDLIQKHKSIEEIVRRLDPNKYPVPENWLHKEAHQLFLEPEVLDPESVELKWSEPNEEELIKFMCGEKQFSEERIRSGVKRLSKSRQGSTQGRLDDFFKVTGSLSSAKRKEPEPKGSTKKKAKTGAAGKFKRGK
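Compounds are tested as a concentration series against 10 nM FEN1; after a 15 min room-temperature preincubation, 50 nM substrate starts cleavage, with plate reads at 0 and 15 min. Normalized responses are fitted by a Hill equation.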
N370S GC: qHTS Assay for Inhibitors and Activators of N370S glucocerebrosidase as a Potential Chaperone Treatment of Gaucher Disease | Lysosomal acid glucosylceramidase (Homo sapiens), P04062 | N370S GC spleen homogenate, 4MU-glucoside fluorescence | Potency, µM (titrated, usually from 59.4 µM), for the others: top-dose activity change, negative = inhibition, most hits filed as inhibitors | actives 0.092% (n = 330,000);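 also: 0% = full enzyme activity and -100% = no enzyme basal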
TDP1 block: qHTS Assay for Inhibitors of Tyrosyl-DNA Phosphodiesterase (TDP1) | Tyrosyl-DNA phosphodiesterase 1 (Homo sapiens), Q9NUW8 | recombinant TDP1, AlphaScreen DNA substrate cleavage | Potency, µM (doses to about 130 µM), without a hit: at the top dose activity change, negative = inhibition, actives largely listed as inhibitors | actives 0.28% (n = 350,000) | AID 485290, 2010; also: nearly all actives have a fitted effect of over 40% in size
Target sequence (Q9NUW8 whole entry, looked up): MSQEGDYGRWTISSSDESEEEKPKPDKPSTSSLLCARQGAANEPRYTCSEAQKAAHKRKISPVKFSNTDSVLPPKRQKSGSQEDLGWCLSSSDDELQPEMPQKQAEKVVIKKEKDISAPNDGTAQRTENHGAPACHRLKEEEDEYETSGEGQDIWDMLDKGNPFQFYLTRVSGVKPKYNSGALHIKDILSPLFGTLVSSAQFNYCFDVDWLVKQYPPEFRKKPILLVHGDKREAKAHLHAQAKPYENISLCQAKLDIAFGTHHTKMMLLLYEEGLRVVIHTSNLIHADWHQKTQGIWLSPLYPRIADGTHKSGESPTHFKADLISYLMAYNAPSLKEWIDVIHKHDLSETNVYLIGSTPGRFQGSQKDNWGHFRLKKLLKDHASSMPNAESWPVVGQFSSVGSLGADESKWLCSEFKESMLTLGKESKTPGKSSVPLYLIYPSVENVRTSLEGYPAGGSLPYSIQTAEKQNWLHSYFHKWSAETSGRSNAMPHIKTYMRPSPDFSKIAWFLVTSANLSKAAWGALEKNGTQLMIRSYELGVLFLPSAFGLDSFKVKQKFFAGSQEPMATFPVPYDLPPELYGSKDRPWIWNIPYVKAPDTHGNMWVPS
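Enzyme-compound mixtures sat 15 min at room temperature, followed by a 5 min reaction with 15 nM final substrate and 10 min with AlphaScreen beads. Recombinant human Tdp1 was used at 1 nM final.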
* hit, by the source's call; & = joins results of further samples; [ ] = dose if it differs, or a comment. Calls follow the shape of the dose curve; as a rule, active = well fitted curve in the direction sought with a large enough effect; inconclusive = small, poorly fitted or top-dose-only effect, or another doubt; inactive = no such curve, though single readings can be large; an effect the other way counts as inactive or inconclusive. Unless noted, % is scaled to controls: 0 for no effect and ±100 for the full control effect; potency is read from the fitted curve at half-maximal effect.

Screening COc1ccc(/C=N\NS(=O)(=O)c2ccc(Cl)cc2)cc1COc1ccccc1[N+](=O)[O-] returned FEN1 inh -7.7%, N370S GC 14.6% and TDP1 block 5.0%.
For O=C(CN1C(=O)NC2(CCCC2)C1=O)OCc1c(F)cccc1Cl the results were FEN1 inh 7.1%, N370S GC -4.6% and TDP1 block 11.2%.
For COc1ccc(C2=NN(C(=O)CSc3nnc(-c4ccccc4F)o3)C(c3ccco3)C2)cc1 (stereo not given) the results were FEN1 inh -2.6%, N370S GC 13.1% and TDP1 block 7.9%.
COc1cccc(-c2nn(-c3ccc(C)cc3)cc2C(=O)N2CCc3cc(OC)c(OC)cc3C2)c1 was read as FEN1 inh -15.6% and N370S GC -17.5%.
Screening CN1CCc2c(c3ccccc3n2Cc2ccccc2)C1 returned FEN1 inh -12.5%&-11.7%, N370S GC -6.3% and TDP1 block 4.9%.
CC(C)CN(C(=O)COC(=O)c1cccc2ccccc12)c1c(N)n(Cc2ccccc2)c(=O)[nH]c1=O was read as FEN1 inh 3.7% and N370S GC -2.3%.
CC(=O)n1cc(/C=N/NC(=O)c2ccccc2Cl)c2ccccc21 was read as FEN1 inh -14.4% and N370S GC -1.8%.
Screening COCCN(CCOC)S(=O)(=O)c1ccc(OC)cc1 returned FEN1 inh 2.6%, N370S GC 8.5% and TDP1 block 11.9%.
Screening COc1ccc(C(=O)N/C(=C\c2ccccc2)C(=O)Nc2ccc(C(=O)NCC(=O)O)cc2)cc1 returned FEN1 inh 19.4% and N370S GC -7.7%.
Screening Cn1c2ccccc2c2cnn(CC(=O)O)c(=O)c21 returned FEN1 inh -3.4%, N370S GC -23.3% and TDP1 block -2.0%.
Screening Cc1cc(C)nc(/N=C2/NC(=O)CS2)n1 returned FEN1 inh -2.0%, N370S GC 4.8% and TDP1 block -2.9%.
Screening COc1ccccc1C(CC(=O)Nc1nccs1)c1ccco1 (stereo not given) returned FEN1 inh 1.2%, N370S GC -8.8% and TDP1 block 8.4%.
`CC1CCCN(C(=O)c2cc3c(=O)n(C)c4ccccc4c3s2)C1` (stereo not given) gave FEN1 inh 0.7% and TDP1 block 2.3%.
For CCC1=NN(C(=O)Cc2ccc(OC)cc2)C(O)(C(F)(F)F)C1 (stereo not given) the results were FEN1 inh -1.2%, N370S GC 1.8% and TDP1 block -2.0%.
`COc1cc(CNc2ccc3c(c2)CCC3)cc(OC)c1O` gave FEN1 inh -12.8%, N370S GC 2.1% and TDP1 block -5.3%.
`O=C(CSc1oc(-c2ccccc2)nc1S(=O)(=O)c1ccccc1)c1ccccc1` gave FEN1 inh -7.7% and TDP1 block 5.9%.
`COc1ccc(/C=N/OCC(=O)Nc2cc(C)on2)cc1OC` gave FEN1 inh 4.7%, N370S GC 3.4% and TDP1 block 2.7%.
Screening CCCn1ncc(CN2CCC(C(=O)Nc3cccc(-c4cccc(F)c4)c3)CC2)c1C returned FEN1 inh -19.6%, N370S GC -17.7% and TDP1 block 3.0%[56.1 µM].
For CCCCc1oc2c(c(=O)c1C)C(=O)CC(c1ccccc1)C2 (stereo not given) the results were FEN1 inh -0.2%, N370S GC -0.9% and TDP1 block 4.0%.
For CCOc1ccc(NC(=O)CSC2=NN3CCCC(=O)N=C3S2)cc1 the results were FEN1 inh 0.9%, N370S GC 9.0% and TDP1 block 4.2%.

Continued; the last two above are carried over.
For CCCCc1oc2c(c(=O)c1C)C(=O)CC(c1ccccc1)C2 (stereo not given) the results were FEN1 inh -0.2%, N370S GC -0.9% and TDP1 block 4.0%.
For CCOc1ccc(NC(=O)CSC2=NN3CCCC(=O)N=C3S2)cc1 the results were FEN1 inh 0.9%, N370S GC 9.0% and TDP1 block 4.2%.
For CCCCCC(=O)NC(=S)Nc1ccccc1C(=O)OC the results were FEN1 inh 3.5%, N370S GC 6.2% and TDP1 block -3.1%.
Screening CCC(=O)N1CCNC(=O)C1CC(=O)Nc1ccc(C)c(Cl)c1 (stereo not given) returned FEN1 inh 12.9%, N370S GC 0.9% and TDP1 block 5.2%.
Screening CCC(CC)c1nnc(NC(=O)Oc2ccccc2)s1 returned FEN1 inh 7.6%, N370S GC 7.0% and TDP1 block -4.8%.
O=C(CN1C(=O)c2ccccc2C1=O)Nc1cccc(O)c1 was read as FEN1 inh 0.8% and N370S GC -7.5%.
COc1ccc(C2/C(=C(/O)c3ccc(C)cc3)C(=O)C(=O)N2CCCN2CCOCC2)cc1 (stereo not given) was read as FEN1 inh -17.9% and N370S GC -3.8%.
`Cc1cc(C)c(C(=O)/C=C/c2ccc(C(C)C)cc2)c(=O)[nH]1` gave FEN1 inh 0.8%, N370S GC -5.4% and TDP1 block 5.9%.
Screening O=S(=O)(c1ccc(OC(F)(F)F)cc1)N1CCCC(N2CCOCC2)C1 (stereo not given) returned FEN1 inh 6.7% and N370S GC -9.8%.
For Cc1cc(C)n(-c2ccc(C(=O)Nc3ccccc3N3CCOCC3)cc2)n1 the results were FEN1 inh 4.2%, N370S GC -3.5% and TDP1 block 1.0%.
CNC(=S)NNC(=O)c1cccn(Cc2cccc(C(F)(F)F)c2)c1=O was read as FEN1 inh 4.5% and N370S GC -1.3%.
C=C1C(=O)O[C@@H]2C3OC3(C)CC/C=C(\C)CC[C@@H]12 (stereo not given in full) was read as N370S GC -7.7% and TDP1 block 12.4%[56.1 µM].
Screening CSc1nnc2c3ccccc3c3ccccc3c2n1 returned FEN1 inh 0.2%, N370S GC 1.0% and TDP1 block 3.2%.
COc1ccc(OC)c(C2NC(=O)CCC2[N+](=O)[O-])c1 (stereo not given) was read as FEN1 inh 0.0% and N370S GC -8.7%.
For CC(C)Cc1cc(C(=O)Nc2sc3c(c2C#N)CCCC3)no1 the results were FEN1 inh -21.3%, N370S GC 10.2% and TDP1 block 2.6%.
Cc1ccc(NC(=O)CSCC(=O)Nc2ccc(N3CCOCC3)c(Cl)c2)cc1 was read as FEN1 inh 7.0%, N370S GC -30.8% and TDP1 block 5.4%.
For CCOC(=O)C1CCCN(c2c(NCCN(CC)c3ccccc3)c(=O)c2=O)C1 (stereo not given) the results were FEN1 inh 4.2%, N370S GC 3.1% and TDP1 block -1.1%.
For Cc1ccc(CN2CCNC(=O)C2CC(=O)N(C)C2CCCCC2)o1 (stereo not given) the results were FEN1 inh 2.5%, N370S GC -16.9% and TDP1 block -3.6%.
`COc1ccc([N+](=O)[O-])c(OC)c1C(=O)NC(=O)Nc1c(C)cccc1C` gave FEN1 inh -10.2% and N370S GC -6.0%.
Cc1ccccc1NCc1nnc2n1CCCCC2 was read as FEN1 inh -0.3%, N370S GC 4.2% and TDP1 block 5.1%.
`O=C(CSc1ccc(-c2ccco2)nn1)Nc1ccc(F)cc1F` gave FEN1 inh -3.1%, N370S GC -12.0% and TDP1 block 2.4%.
COc1cccc(C(=O)NC2CCN(CC(=O)Nc3nccs3)CC2)c1 was read as FEN1 inh -9.5%, N370S GC 5.6% and TDP1 block 6.2%.

A draw from above in order of length of the SMILES, highest first:
Cc1ccc(NC(=O)CSCC(=O)Nc2ccc(N3CCOCC3)c(Cl)c2)cc1 was read as FEN1 inh 7.0%, N370S GC -30.8% and TDP1 block 5.4%.
`Cc1cc(C)c(C(=O)/C=C/c2ccc(C(C)C)cc2)c(=O)[nH]1` gave FEN1 inh 0.8%, N370S GC -5.4% and TDP1 block 5.9%.
CNC(=S)NNC(=O)c1cccn(Cc2cccc(C(F)(F)F)c2)c1=O was read as FEN1 inh 4.5% and N370S GC -1.3%.
COc1cccc(C(=O)NC2CCN(CC(=O)Nc3nccs3)CC2)c1 was read as FEN1 inh -9.5%, N370S GC 5.6% and TDP1 block 6.2%.
For CC(C)Cc1cc(C(=O)Nc2sc3c(c2C#N)CCCC3)no1 the results were FEN1 inh -21.3%, N370S GC 10.2% and TDP1 block 2.6%.
`O=C(CSc1ccc(-c2ccco2)nn1)Nc1ccc(F)cc1F` gave FEN1 inh -3.1%, N370S GC -12.0% and TDP1 block 2.4%.
Screening CCC(CC)c1nnc(NC(=O)Oc2ccccc2)s1 returned FEN1 inh 7.6%, N370S GC 7.0% and TDP1 block -4.8%.

Remaining list, next part.
CC1CCN(C(=S)c2ccc3c(c2)OCO3)CC1 was read as FEN1 inh 8.4% and TDP1 block 2.0%.
Screening Nc1c2c(nc3ccccc13)CCCC2=O returned FEN1 inh -12.1%, N370S GC -1.2% and TDP1 block 4.2%.
CCOCCCNC(=O)c1cc2cc3cc(OC)ccc3nc2o1 was read as FEN1 inh -6.9% and N370S GC 25.6%.
For CN(C)CCNC(=O)C(C(=O)c1ccccc1)n1ccccc1=O (stereo not given) the results were FEN1 inh -10.9%, N370S GC -10.7% and TDP1 block -2.1%.
For CCOC(=O)c1c(NC(=O)c2nc(SCC)ncc2Cl)sc2c1CCCC2 the results were FEN1 inh 2.3% and TDP1 block -7.4%.
FC(F)(F)c1cc(-c2ccco2)nc(N2CCOCC2)n1 was read as FEN1 inh 0.3%, N370S GC 6.1% and TDP1 block -3.1%.
`COc1ccc(NC(=O)CN2CCN(C(=O)c3ccco3)CC2)c(OC)c1` gave FEN1 inh -11.5%, N370S GC -18.5% and TDP1 block 5.2%.
COc1ccc(CCNC(=O)/C(C#N)=C/c2cccc(OCc3ccccc3)c2)cc1OC was read as FEN1 inh 3.2%, N370S GC 7.7% and TDP1 block 0.6%.
C[C@@H](C(=O)NCc1ccccc1)N1C(=O)C2CC=CCC2C1=O (stereo not given in full) was read as FEN1 inh 1.5%, N370S GC 3.6% and TDP1 block 0.0%.
For CC/C(=N\NC(=O)Cc1ccc(Br)cc1)c1cccs1 the results were FEN1 inh 19.6%, N370S GC -8.8% and TDP1 block 2.9%.
For O=C(c1cc2ccccc2o1)N1CCN(Cc2ccc3c(c2)OCO3)CC1 the results were FEN1 inh 4.1%, N370S GC -9.2% and TDP1 block 6.4%.
`NC(=O)C1CCN(C(=O)/C(=C/c2ccccc2)NC(=O)c2ccccc2)CC1` gave FEN1 inh -4.4% and N370S GC -9.0%.
Screening C#CCOCCOCCOCCNc1nc(N2CCN(C(=O)Cn3cc(CCCCN)nn3)CC2)nc(N2CCN(C(=O)[C@H]([C@@H](C)CC)n3cc(CCCCN)nn3)CC2)n1 returned FEN1 inh -4.9%, N370S GC -7.5% and TDP1 block 0.6%.
`CCN1C(=O)CC(C(=O)NC)SC1=Nc1cc(Cl)c(O)c(Cl)c1` (stereo not given) gave FEN1 inh -3.2%, N370S GC 5.1% and TDP1 block 2.5%.
For CCC(=O)c1ccc(N2CCN(C(=O)c3ccc(F)cc3)CC2)c(F)c1 the results were FEN1 inh -0.3%, N370S GC 4.1% and TDP1 block -12.0%.
O=C(Nc1ccc(S(=O)(=O)N2CCOCC2)cc1)c1cc([N+](=O)[O-])ccc1Cl was read as FEN1 inh 10.8%, N370S GC -3.1% and TDP1 block 4.2%.
O=C(NCc1cccnc1)C1CCN(C(=O)c2ccc(Cl)cc2Cl)CC1 was read as FEN1 inh 7.2%, N370S GC 1.7% and TDP1 block 0.0%.
`O=C(N/N=C/c1ccc(F)c(F)c1)c1cc2c(s1)-c1ccccc1CC2` gave FEN1 inh -0.5%, N370S GC -1.5% and TDP1 block -5.6%.
`Cc1ccc2cc(CN(C(=O)C3CCCO3)C3CCCCC3)c(=O)[nH]c2c1` (stereo not given) gave FEN1 inh -1.7%, N370S GC 0.8% and TDP1 block 4.9%.
CCNC(=O)CC1SC(=Nc2cccc(Cl)c2C)N(C)C1=O (stereo not given) was read as FEN1 inh -2.5%, N370S GC 4.4% and TDP1 block 2.5%.
`Cc1ccccc1NC(=O)c1cn(-c2ccccc2)nc1-c1ccccc1` gave FEN1 inh -0.2%&-23.8%, N370S GC 3.4% and TDP1 block 8.6%&0.0%.
Screening CCc1ccc(N2CC(C(=O)Nc3ccccc3F)CC2=O)cc1 (stereo not given) returned FEN1 inh -2.1%, N370S GC 5.4% and TDP1 block 0.0%.
Screening COc1ccccc1N(CC(=O)NC1CCCC1)S(=O)(=O)c1ccc(C)cc1 returned FEN1 inh 1.6%, N370S GC -16.5% and TDP1 block 4.2%.
For COc1cc(NC(=O)CCN2CCN(C)CC2)cc(OC)c1 the results were FEN1 inh 2.6% and N370S GC -1.5%.
CC(C)C(C)NC(=O)Cn1cnc2c(oc3ccccc32)c1=O (stereo not given) was read as FEN1 inh -4.8%, N370S GC -13.3% and TDP1 block 1.1%.
`CCOc1ccc(N(CC(=O)Nc2nccs2)S(=O)(=O)c2c(C)noc2C)cc1` gave FEN1 inh 7.3%, N370S GC inconclusive and TDP1 block 7.4%.
For CC(Sc1nnc2ccccn12)C(=O)Nc1ccc(N2CCOCC2)cc1 (stereo not given) the results were FEN1 inh -8.6% and TDP1 block 0.1%.
Screening Cc1ccsc1CNCc1cc(Cl)ccc1O returned FEN1 inh -13.6%, N370S GC -0.9% and TDP1 block -0.1%.
CC(C)Nc1nc(Oc2ccc(Cl)cc2Cl)cc(C(F)(F)F)n1 was read as FEN1 inh -16.8%, N370S GC -2.0% and TDP1 block -4.2%.

Source: PubChem BioAssay
